High-throughput results: PubChem, several laboratories
M1 PAM parental – nonselective calcium activators in parental CHO-K1 cells, primary screen, counter-screen for M1 PAM project, cell-based, Fluo-8 calcium fluorescence, full deck, 1536-well | activation, % at 3 µM | ATP EC20; 0% at ATP EC20, 100% at ATP max | AID 602247, 2012 | actives 0.02% (n = 360,000);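 active = activation above the run cutoff, the mean activation of all test compounds plus 3 SD, cut at about 40% in these data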;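 also: peak over basal fluorescence ratio in a 140 s read after ATP addition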
M5 PAM – human M5 muscarinic receptor positive allosteric modulators, primary screen, CHO-K1 cells, Fluo-8 calcium fluorescence | CHO-K1 hM5, ACh EC20 PAM; 0% = ACh EC20, 100% = ACh EC100 | AID 624038, 2012 | activation, % at 3 µM | actives 0.3% (n = 360,000) | Muscarinic acetylcholine receptor M5 (Homo sapiens), P08912;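 active = activation above the run cutoff, the mean activation of all test compounds plus 3 SD, cut at about 18% in these data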
Target sequence (P08912 whole entry, looked up): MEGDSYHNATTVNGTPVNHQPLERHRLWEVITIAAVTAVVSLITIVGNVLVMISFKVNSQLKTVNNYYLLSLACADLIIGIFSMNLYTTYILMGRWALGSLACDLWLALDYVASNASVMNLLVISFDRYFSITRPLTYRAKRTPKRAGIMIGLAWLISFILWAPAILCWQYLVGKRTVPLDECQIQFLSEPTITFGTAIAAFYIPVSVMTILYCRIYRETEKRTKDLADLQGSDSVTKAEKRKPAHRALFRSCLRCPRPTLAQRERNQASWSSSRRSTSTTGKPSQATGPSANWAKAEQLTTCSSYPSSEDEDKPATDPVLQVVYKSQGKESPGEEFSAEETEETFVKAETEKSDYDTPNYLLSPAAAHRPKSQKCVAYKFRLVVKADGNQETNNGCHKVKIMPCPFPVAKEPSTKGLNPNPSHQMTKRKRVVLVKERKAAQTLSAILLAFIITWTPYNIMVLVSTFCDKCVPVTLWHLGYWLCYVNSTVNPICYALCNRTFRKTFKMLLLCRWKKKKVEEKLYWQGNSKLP
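Test system: CHO-K1 hM5 cells / Doses: single-point, 3 µM nominal / Times: Post-acetylcholine fluorescence recording 140 s / Technique: Fluo-8 calcium fluorescence / Measure: Max/basal fluorescence ratio as % of EC20–EC100 ACh window / Benchmarks: low control EC20 acetylcholine (0%), high control EC100 acetylcholine (100%) / Replicates: one well per compound, no replicates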
M5 antag – human M5 muscarinic receptor antagonists, primary screen, CHO cells, Fluo-8 calcium fluorescence; Muscarinic acetylcholine receptor M5 (Homo sapiens), P08912; CHO-hM5 cells, ACh EC80; inhibition, % at 3 µM; actives 0.59% (n = 360,000); AID 624040, 2012;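 active = inhibition above a per-plate cutoff, the mean of that plate's test compounds plus 3 SD, cut at about 27% in these data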;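 also: 0% = acetylcholine EC80 with DMSO and 100% = DMSO without agonist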
TAAR1 antag – human TAAR1 antagonists, primary screen, Fluo-8 calcium fluorescence, CHO RD-HGA16 cells | Trace amine-associated receptor 1 (Homo sapiens), Q96RJ0 | antagonist | inhibition, % at 3 µM | actives 1.5% (n = 360,000);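 active = inhibition above a per-plate cutoff, the mean inhibition of test compounds on that plate plus 3 SD, cut at about 49% in these data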;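 also: 0% = DMSO plus EC80 beta-PEA response and 100% = DMSO alone without agonist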
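Assay system: RD-HGA16 CHO cells with stable hTAAR1 and Gα16 / Reagent: EC80 β-phenethylamine stimulus / Doses: 3 µM, single point / Timing: dye loading 75 min at 37 °C, then 30 min room temperature / Measured by: Fluo-8 intracellular calcium dye fluorescence, real-time kinetic reads / Controls: vehicle wells and EC80 agonist wells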
CRFR2-BP ag – agonists of CRF-BP/CRF-R2 complex, primary screen, cell-based, HEK293, calcium dye fluorescence, uHTS; activation, % at 13.2 µM; calcium dye fluorescence (FLIPR); percent of saturating CRF peptide response; CRF-binding protein / CRF receptor 2 complex (human); AID 588473, 2011; actives 0.46% (n = 350,000);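 active = activation of at least 50%, plus an integration ratio under a set limit after plate pattern correction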;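 also: plate controls were neutral control wells without compound for no effect and CRF at EC100 for full effect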
CHRM4 PAM – human M4 muscarinic receptor positive allosteric modulators, primary screen, CHO-K1 cells, Fluo-8 calcium fluorescence; Muscarinic acetylcholine receptor M4 (Homo sapiens), P08173; CHO-K1 hM4/Gqi5, ACh EC20; 0% = ACh EC20, 100% = maximal ACh; activation, % at 3 µM; actives 0.4% (n = 360,000);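 active = activation above its plate's cutoff, the mean activation of sample wells plus 3 SD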; also: some results filed as inactive read as strong as hits
Target sequence (P08173 whole entry, looked up): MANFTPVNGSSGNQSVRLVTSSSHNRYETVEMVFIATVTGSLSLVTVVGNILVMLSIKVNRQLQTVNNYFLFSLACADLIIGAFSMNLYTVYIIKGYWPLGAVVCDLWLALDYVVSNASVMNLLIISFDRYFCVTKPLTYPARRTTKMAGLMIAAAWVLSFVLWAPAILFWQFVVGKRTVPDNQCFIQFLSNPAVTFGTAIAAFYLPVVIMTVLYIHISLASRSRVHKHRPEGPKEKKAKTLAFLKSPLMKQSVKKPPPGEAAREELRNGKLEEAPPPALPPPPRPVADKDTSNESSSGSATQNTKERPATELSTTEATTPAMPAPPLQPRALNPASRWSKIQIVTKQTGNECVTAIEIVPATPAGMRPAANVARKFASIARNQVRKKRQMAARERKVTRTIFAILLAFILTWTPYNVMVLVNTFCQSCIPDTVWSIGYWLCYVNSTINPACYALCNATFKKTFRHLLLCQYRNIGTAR
CHRM5 agonist – human M5 muscarinic receptor agonists, primary screen, CHO-K1 cells, Fluo-8 calcium fluorescence; CHO-K1 hM5 cells; 0% DMSO wells, 100% maximal acetylcholine response; activation, % at 3 µM; actives 0.19% (n = 360,000); AID 624037, 2012;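 active = activation above the run's mean over test compounds plus 3 SD, cut at about 23% in these data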;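 also: signal is peak over basal fluorescence ratio across the kinetic read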
CRFR2-BP antag – antagonists of CRF-BP/CRF-R2 complex, primary screen, cell-based, HEK293, calcium dye fluorescence, uHTS; AID 588475, 2011; inhibition, % at 11.8 µM; actives 0.59% (n = 350,000); CRF-induced calcium fluorescence;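 active = inhibition of the ligand-induced calcium signal above about 50% at the single tested concentration, limit read from the data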
TAAR1 ag – human TAAR1 agonists, primary screen, Fluo-8 calcium fluorescence, CHO RD-HGA16 cells | actives 0.99% (n = 360,000) | Trace amine-associated receptor 1 (Homo sapiens), Q96RJ0 | vehicle wells 0%, saturating PEA agonist 100% | activation, % at 3 µM | AID 624467, 2012;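 active = activation above the mean activation of all test compounds in the run plus 3 SD, cut at about 38% in these data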
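Test system: RD-HGA16 (CHO) cells co-expressing Gα16 and hTAAR1 | Doses: Single dose, 3 µM | Schedule: 17-24 h seeding, 75 min 37 °C dye, 30 min RT | Evaluation: % activation from peak over basal fluorescence ratio, DMSO-to-PEA scaled | Technique: Kinetic Fluo-8 calcium fluorescence | Benchmarks: Low control DMSO, high control PEA (EC100)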
The depositor's hits bear a star; . = no result given.

SMILES,M1 PAM parental,M5 PAM,M5 antag,TAAR1 antag,CRFR2-BP ag,CHRM4 PAM,CHRM5 agonist,CRFR2-BP antag,TAAR1 ag
COc1ccc(/C=C/C(=O)OCC(=O)NC2CCCCCCC2)cc1,-4,-14,6,10,-2.1,1,-6,12,1
CCOc1cc(Br)cc(/C=N/NC(=O)c2cccnc2)c1O,22,0,15,6,6.2,-1,-2,-26,4
CCOC(=O)c1sc(NC(=O)CCc2ccc(OC)cc2)nc1C,-3,-1,16,1,2.8,0,-3,-8,-1
Cc1ccccc1S(=O)(=O)N1C[C@H]2CON(C)[C@H]2C[C@H]1c1cccc(Br)c1,10,1,-7,-3,-1.7,-1,0,-19,-2
COC(=O)c1c(NC(=O)C2C3C=CC(CC3)C2C(=O)O)sc(C)c1C (centres undefined),17,7,-2,-19,-1.6,10,-1,5,1
CCCCSc1nc2sc3c(c2c(=O)[nH]1)CC(C)(CC)OC3 (centres undefined),3,-3,13,5,0.3,-1,-5,-6,2
Cc1nc(Nc2cccc(O)c2)c2c3c(sc2n1)CCC3,6,-3,9,-33,-1.7,-6,-9,6,-2
CCOC(=O)N1CCN(C(=O)c2oc3ccc(S(=O)(=O)N4CCOCC4)cc3c2C)CC1,23,12,3,-6,-0.6,4,-6,1,14
CCOC(=O)c1nc2ccccc2nc1C,18,-2,7,-16,1.2,-2,-1,6,-2
O=C(c1cncs1)N1CCCC(CNS(=O)(=O)c2cccs2)C1 (centres undefined),18,-1,5,10,1.9,7,-1,-13,1
COc1ccc(-c2cc(=O)n(CCC#N)[nH]2)cc1,13,5,-3,-30,1.4,5,-1,31,0
Cc1ccc(OCCNC(=O)CCC(=O)N2CCOCC2)cc1,11,-1,4,-20,-1.7,-1,1,3,-1
O=S(=O)(NCCC1=CCCCC1)c1ccc(F)cc1,7,-1,-1,-15,-0.2,-2,-6,9,7
CCc1ccc(-c2cc(C)no2)cc1S(=O)(=O)NCc1ccco1,22,-6,11,-35,0.3,-1,-7,-10,-1
COc1cc(N2CCOCC2)ncn1,21,-1,8,5,-1.1,1,1,34,2
CCCCN1CNC(=S)N(CCc2ccccc2)C1,19,4,-4,-2,-0.3,7,-2,11,4
Cc1oc(-c2ccc3ccccc3c2)nc1CN(C)C(C)c1ccncn1 (centres undefined),8,-5,0,8,1.4,-8,-2,-2,6
C[C@@H]1O[C@@H](OC[C@@H]2O[C@H](Oc3c(-c4ccc(O)cc4)oc4cc(O)cc(O)c4c3=O)[C@@H](O)[C@H](O)[C@H]2O)[C@H](O)[C@H](O)[C@H]1O,-1,-6,13,-1,-1.7,0,2,-3,5
CCOc1ccc2c(c1)OC(c1ccc(C)cc1)(C(F)(F)F)NC2=O (centres undefined),24,-5,-9,30,-1.1,-23,-5,-24,-1
O=C(O)c1cc([N+](=O)[O-])cc2c1nnn2O,0,8,-2,14,-1.4,9,1,17,3
COc1ccc(OC(=O)N(C)C[C@@H]2OCc3cn(nn3)CCCC(=O)N([C@@H](C)CO)C[C@H]2C)cc1,14,5,-10,-3,1.6,4,-1,-18,2
Cc1nn(Cc2ccc(C(=O)NN)cc2)c(C)c1Cl,19,0,-1,-10,1.6,12,6,-10,-1
CS(=O)(=O)N1CCC(C(=O)Nc2cccc(C(F)(F)F)c2)CC1,15,0,-4,19,0.0,1,3,10,3
Cc1ccc(NC(=O)N2CCC(O)(c3ccc(Cl)cc3)CC2)cc1,15,4,-1,-2,-2.1,6,-1,-15,2
O=C(NCCc1c[nH]c2ccccc12)C1CCN(c2nnc(N3CCCC3=O)s2)CC1,0,-10,2,14,16,-6,2,-8,8
CC1(C(=O)Nc2cccc(NS(C)(=O)=O)c2)Cc2c(-c3cccc(C(N)=O)c3)ccnc2O1 (centres undefined),6,0,-2,-26,.,3,0,.,1
Cc1ccc(C(=O)Nc2ncc(C)s2)s1,-9,4,-6,2,0.1,4,-1,-31,0
CCOC(=O)N1CCN(C(=O)C(=O)Nc2ccc3nc4n(c(=O)c3c2)CCCCC4)CC1,3,-5,4,0,-3.0,3,1,8,-1
COC(=O)c1ccc(NC(=O)CN2C(=O)c3ccccc3S2(=O)=O)cc1,-1,0,4,-12,-0.6,-3,-1,-10,2
Cc1ccc(O)c(C(=O)c2cnc3c(c2)CN(C)C(=O)N3)c1,11,0,1,-16,-4.0,-3,0,-23,22
COc1ccccc1C1(CC(=O)Nc2nccs2)CCOC(C(C)C)C1 (centres undefined),5,-9,11,19,2.6,-2,4,-89,5
COc1ccccc1NC(=O)CSc1nnc(-c2ccoc2C)n1C,-1,-2,15,-12,0.0,-3,1,7,0
CC1CCN(Cc2cnc(Cl)s2)CC1,-7,-2,5,-1,1.4,-1,-3,-12,10
COC(=O)/C=C1/N/C(=N\c2nc(C)cc(C)n2)N(c2ccc(C)c(C)c2)C1=O,9,3,10,-4,0.5,12,-1,2,11
O=C(CP(=O)(c1ccccc1)c1ccccc1)N1CCOCC1,17,1,1,1,-0.1,1,1,20,0
CCOC(=O)c1cn(CC)c2ccc(S(=O)(=O)N3CCC(C)CC3)cc2c1=O,1,-5,-2,-8,2.4,9,1,15,3
Cc1c(C(=O)N/N=C/c2cccnc2)nnn1-c1nonc1N,-9,-8,24,9,-1.2,-9,-3,0,7
OCc1nc2ccccc2n1Cc1ccc(Cl)cc1,-4,-1,-2,-13,-0.3,4,-4,13,3
CC1=C(C(=O)OCc2ccc3c(c2)OCO3)C(c2ccc(F)cc2)NC(=O)N1 (centres undefined),7,-5,8,13,-4.4,7,0,-16,13
COc1ccccc1OCC(=O)Nc1sc2c(c1C(N)=O)CCC2,2,-5,7,28,-0.4,-3,1,1,3
Cc1cc(OC(=O)c2c(Cl)cccc2Cl)nc(C)n1,9,0,1,7,-2.4,18,1,6,13
CN1CCN(S(=O)(=O)c2ccc(N(C)Cc3ccc(OC(F)F)cc3)c([N+](=O)[O-])c2)CC1,-6,-7,3,2,1.9,4,0,1,12
O=C(NCc1ccc2c(c1)OCO2)c1ccc2c(=O)n(C3CCCC3)c(=O)[nH]c2c1,5,-8,6,24,6.4,10,4,-5,7
Cc1nnsc1SCCNC(=O)c1c(F)cccc1F,19,0,3,-2,-1.9,4,-3,8,6
O=C(C1CCC(CNS(=O)(=O)c2ccc(F)cc2)CC1)N1CCOCC1 (centres undefined),2,2,-2,-3,2.4,8,6,-1,0
NS(=O)(=O)c1cccc(NC(=O)CSc2nnc(-c3ccncc3)n2C2CC2)c1,11,6,-5,-11,-0.5,12,-5,3,5
CCOP(=O)(Nc1cccc2oc(=O)c3ccccc3c12)OCC,7,1,6,-3,-4.3,1,0,-18,3
O=C(O)c1ccccc1-c1ccccc1C(=O)Nc1ccc(-c2nc3cc(Cl)ccc3o2)cc1,2,-5,4,3,1.9,-4,7,24,4
O=C1c2ccccc2C2(c3ccc(F)cc3)NCCN12 (centres undefined),5,9,1,-2,0.1,11,-3,-4,9
Cc1ccc(C)c(N(CC(=O)NCC2CCCO2)C(=O)CCC(=O)Nc2nccs2)c1 (centres undefined),5,1,16,-2,-2.5,-4,-2,7,4

Later entries.
SMILES,M1 PAM parental,M5 PAM,M5 antag,TAAR1 antag,CRFR2-BP ag,CHRM4 PAM,CHRM5 agonist,CRFR2-BP antag,TAAR1 ag
Cc1occc1C(=O)NNC(=S)Nc1ccccc1,18,4,-1,-3,-0.2,4,1,-3,3
COc1ccc(CN2CCC(n3nccc3NC(=O)C3CC3)CC2)c(OC)c1OC,16,-1,-2,-24,1.0,-7,-5,-5,3
Nc1cc(N2CCOCC2)c(Cl)cc1[N+](=O)[O-],18,-3,9,9,-3.0,-2,0,8,-1
O=C(c1ccc2c(=O)n3c(nc2c1)CCCCC3)N1CCN(c2ccc([N+](=O)[O-])cc2)CC1,3,-4,9,-28,-1.4,1,-5,34,1
COc1cnn(Cc2ccccc2)c(=O)c1SCc1ccccc1,-3,-4,1,-23,-2.0,13,-4,0,1
Cc1ccc(-c2csc(-c3ccncc3)n2)cc1,11,-2,0,-15,-0.8,5,-7,2,10
COC(=O)Cn1cnc2sc(C)c(S(=O)(=O)N3CCC(C)CC3)c2c1=O,-5,-5,2,-11,-0.3,-5,-3,-2,2
Oc1cccc(/C=N/NC(=S)Nc2cccnc2)c1O,13,-6,3,-7,1.6,6,-1,-6,5
COc1ccc2c(c1)[nH]c1c(=O)n(CCC3=CCCCC3)cnc12,5,-2,5,3,2.0,-2,1,-7,12
Cc1cc(C)c(S(=O)(=O)c2ccccc2)c(OC(=O)c2ccc(Cl)cc2Cl)n1,5,0,-1,.,-1.5,1,-4,14,.
CN(C)S(=O)(=O)c1ccc(C(=O)NCCC(=O)N2CCCC2)cc1,0,-4,15,-14,-0.8,1,-3,-18,-1
C/C(=N\Nc1cccc(Cl)c1)c1ccc(-n2ccnc2)cc1,20,-8,9,8,-3.2,-9,-5,17,10
COC(=O)c1cc(=O)nc2sc(-c3ccccc3)nn12,12,5,4,6,0.3,0,-3,-3,7
CCOC(=O)N1CCN(C(=O)c2cc(C)no2)CC1,11,3,0,-4,-1.9,7,2,6,1
O=C(Nc1ccc([N+](=O)[O-])cc1)Nc1ccc(OC(F)F)c(Cl)c1,8,-19,33*,60*,19,-13,8,37,8
CCOC(=O)c1c(NC(=O)CSc2nnnn2-c2ccccc2)sc2c1CC(C)(C)NC2(C)C,14,0,-9,-19,-0.4,8,-1,-4,5
O=[N+]([O-])c1ccc(-n2ccnc2)cc1,10,5,7,-19,-1.1,-2,-2,-6,0
COc1ccc(C2CCCCCN2Cc2nc3ccccc3c(=O)n2CC(N)=O)cc1 (centres undefined),0,-2,8,-19,0.1,-8,-2,0,3
